RTF Ca sens act = increases calcium sensitivity of human cardiac regulated thin filaments. P19429+P45379. IANBD-labeled TnC RTF fluorescence at EC20 calcium; 0% EC20 calcium, 100% full calcium. activation, % at 7.2 µM. actives 0.24% (n = 340,000);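 active means activation above the mean over all tested compounds plus 3 SD, cut at about 30% in these data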;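 further: rise in fluorescence read as greater calcium sensitivity of cardiac thin filaments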
PKA-R2B act = activators of human PKA-R2B complex | activation, % at 11.4 µM | P22694+P31323 | AID 504700 | actives 0.079% (n = 340,000) | PKA-R2B holoenzyme dissociation, Cy5-IP20 fluorescence polarization; R2B truncated from residue 108, S112A mutant; 0% DMSO only, 100% 113 µM cGMP;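 active means activation above a cutoff set at the mean over all compounds plus 3 SD, cut at about 18% in these data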;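 further: higher means more holoenzyme dissociation and a rise in polarization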
Target sequence (P31323 whole entry, looked up, other chains not shown, the tested form may be a part): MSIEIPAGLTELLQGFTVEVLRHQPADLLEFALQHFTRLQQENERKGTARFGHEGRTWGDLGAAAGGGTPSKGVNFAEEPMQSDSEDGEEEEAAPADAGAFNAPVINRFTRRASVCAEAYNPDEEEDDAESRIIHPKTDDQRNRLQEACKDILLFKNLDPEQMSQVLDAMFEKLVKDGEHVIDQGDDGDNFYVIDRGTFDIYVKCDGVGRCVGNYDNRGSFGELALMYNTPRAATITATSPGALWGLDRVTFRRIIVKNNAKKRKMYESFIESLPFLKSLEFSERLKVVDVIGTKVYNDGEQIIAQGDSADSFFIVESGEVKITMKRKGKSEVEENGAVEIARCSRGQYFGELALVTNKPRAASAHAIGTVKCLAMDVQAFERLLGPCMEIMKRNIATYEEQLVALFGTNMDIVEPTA
CAL PDZ FP-1 = blocks peptide binding to the human CAL PDZ domain; Q9HD26; purified CAL PDZ, TMR-peptide fluorescence polarization, 1 h; inhibition, % at 24.9 µM; actives 0.92% (n = 300,000); AID 602252;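 active means mean inhibition of at least 30% with at least half of replicates also reaching 30%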;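 further: 0% = DMSO neutral control and 100% = excess unlabeled competitor peptide PRC23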
Keap1 Nrf2 FP = inhibitors of human Keap1-Nrf2 protein-protein interaction; Q14145; Keap1 Kelch-Nrf2 peptide fluorescence polarization, 1536-well; inhibition, % at 9.4 µM; actives 0.15% (n = 340,000); in the data active means inhibition above about 12%;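 further: human Keap1 Kelch domain with fluorescein labeled Nrf2 9mer peptide probe; 0% = neutral control wells and 100% = peptide positive control; higher means more block of Keap1 binding to Nrf2 peptide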
CAL PDZ FP-2 = blocks peptide binding to human CAL PDZ domain; inhibition, % at 20 µM; AID 504414; Q9HD26; purified CAL PDZ, TMR-peptide fluorescence polarization, 1 h; actives 0.02% (n = 330,000);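 active means highest replicate inhibition of at least 40%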;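 further: plate controls were DMSO neutral control wells for no effect and unlabeled competitor peptide control wells for full effect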
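material = purified tagged CAL PDZ domain construct (CerCALP) | buffer or medium = sodium phosphate/NaCl buffer pH 7.4 with TCEP, IgG, Thesit | reagent = TMR-labelled reporter peptide T*-PRC34 bound in PDZ groove | incubation = 1 h room-temperature incubation prior to read | measured by = fluorescence polarization (mP) | evaluation = percent inhibition from loss of millipolarization | control set = unlabelled peptide and DMSO controls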
Rtt109 Vps75 = C. albicans Rtt109 histone acetyltransferase inhibition; Q5AAJ8; purified Rtt109/Vps75, ThioGlo CoA-SH fluorescence, 4 h; inhibition, % at 34.9 µM; actives 0.16% (n = 330,000); AID 540336;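 active means inhibition of at least 50% in every replicate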
C-LANA FP = blocks KSHV LANA C-terminal domain binding to DNA. MBP-C-LANA/FAM-LBS DNA binding, fluorescence polarization. inhibition, % at 9 µM. actives 0.078% (n = 340,000). AID 504423;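 active means highest replicate inhibition at or above 60% at 9 µM, even if other replicates fall short; inactive means all replicates below 60% inhibition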;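 further: 0% = neutral control wells and 100% = 4 µM acridine orange control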
SR-BI uptake up = SR-BI HDL lipid transfer activation; actives 0.096% (n = 320,000); AID 504775; activation, % at 12.5 µM; CHO ldlA[mSR-BI] cells, DiI-HDL uptake fluorescence, 3 h; 100 = double the neutral-control signal;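 active means mean replicate activation of at least 60% and every replicate at or above 60%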;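 further: 0% = median plate neutral-control signal and 100% = twice that signal; values of inactives mirror those of a sister screen read the other way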
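System: CHO ldlA[mSR-BI] cells / Medium: HEPES-buffered (25 mM, pH 7.4) F12 plus 0.5% BSA / Probe or stimulus: labelled HDL, 10 µg/mL / Doses: single compound concentration, delivered by pin transfer / Schedule: 3 h, 37 °C / Measured by: DiI fluorescence, bottom read / Measure: cell-associated DiI fluorescence as measure of HDL uptake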
DAGLB inh = diacylglycerol lipase beta (human) inhibition | Q8NCG7 | HEK293T DAGLB membrane lysate, EnzChek fluorogenic substrate | inhibition, % at 5.17 µM | actives 0.059% (n = 340,000) | AID 504411; in the data active means inhibition above about 34%;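 further: 0% = enzyme with vehicle and 100% = wells lacking enzyme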
Target sequence (Q8NCG7 whole entry, looked up): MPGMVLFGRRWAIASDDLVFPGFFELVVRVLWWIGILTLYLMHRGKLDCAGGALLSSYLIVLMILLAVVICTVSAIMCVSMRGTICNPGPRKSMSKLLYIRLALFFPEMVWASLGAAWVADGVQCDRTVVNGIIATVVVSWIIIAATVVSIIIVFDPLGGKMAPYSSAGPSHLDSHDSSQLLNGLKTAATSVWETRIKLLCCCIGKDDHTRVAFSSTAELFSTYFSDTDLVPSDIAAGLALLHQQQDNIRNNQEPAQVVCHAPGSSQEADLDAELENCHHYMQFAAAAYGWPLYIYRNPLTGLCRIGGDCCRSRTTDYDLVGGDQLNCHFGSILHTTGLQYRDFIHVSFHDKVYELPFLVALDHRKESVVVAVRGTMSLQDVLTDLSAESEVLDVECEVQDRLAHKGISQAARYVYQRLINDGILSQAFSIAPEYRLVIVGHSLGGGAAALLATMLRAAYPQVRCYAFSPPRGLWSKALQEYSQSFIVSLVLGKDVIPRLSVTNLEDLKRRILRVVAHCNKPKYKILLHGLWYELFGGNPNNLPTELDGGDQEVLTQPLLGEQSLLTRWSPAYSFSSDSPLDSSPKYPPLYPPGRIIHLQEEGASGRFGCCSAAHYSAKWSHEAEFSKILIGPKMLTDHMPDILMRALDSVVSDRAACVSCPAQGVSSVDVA
Cardiac RTF inh = cardiac RTF calcium desensitization | P19429+P45379 | inhibition, % at 7.15 µM | IANBD-labeled cardiac RTF, Ca2+ fluorescence | AID 493244 | actives 0.12% (n = 340,000);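 active means inhibition above the mean inhibition of all tested compounds plus 3 SD, cut at about 17% in these data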;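 further: assay run at fixed EC70 calcium of 1.6 mM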
Active calls of the source: *; . = not tested or not shown.

SMILES	RTF Ca sens act	PKA-R2B act	CAL PDZ FP-1	Keap1 Nrf2 FP	CAL PDZ FP-2	Rtt109 Vps75	C-LANA FP	SR-BI uptake up	DAGLB inh	Cardiac RTF inh
Cc1c(Cl)cccc1NC(=S)N(Cc1ccccc1)Cc1cccnc1	3.5	-0.4	-1.7	0.2	0.0	5.4	-0.6	20.8	-2.0	8.7
O=C(Nc1cc(S(=O)(=O)N2CCOCC2)ccc1Cl)c1cc2ccccc2o1	0.3	1.8	-0.5	-1.2	-1.8	-2.1	0.4	-40.1	0.3	-1.8
O=Cc1c(NCc2ccco2)nc2ccccn2c1=O	-2.9	-6.8	5.0	-6.1	-1.5	-2.6	-0.8	17.9	-0.5	-0.3
O=C(CCCOc1ccc(Cl)cc1Cl)NNC(=O)C1CCC1	-4.6	-3.3	0.7	-2.6	-2.5	1.6	0.9	5.3	0.3	-2.6
COc1cc(C(=O)Nc2ccc(S(=O)(=O)Nc3cc(C)on3)cc2)cc(OC)c1OC	-9.1	0.9	-5.7	0.7	.	9.2	0.7	6.6	-1.8	7.0
Cc1cccc2c(N=O)c(O)[nH]c12	0.1	5.4	-2.9	-3.6	-1.5	0.7	5.6	8.1	-2.2	-11.8
Cc1ccc(S(=O)(=O)Nc2ccc(S(=O)(=O)N3CCOCC3)cc2)cc1	-2.2	10.7	0.7	-0.2	0.6	-1.7	-0.3	-5.9	-1.0	-3.1
COc1ccc(S(=O)(=O)N2CCCCCC2)cc1C(=O)OCC(=O)NC(C)(C)C	-2.5	-11.4	-3.9	-4.0	0.5	1.9	3.4	-14.2	-3.7	-11.1
CCOc1cc(OCC)cc(C(=O)O)c1	-1.9	-9.3	0.2	-4.2	0.4	0.2	-0.1	13.2	2.8	6.5
CCOC(=O)c1c(C)nc(C)c(C(=O)OCC)c1-c1cccnc1	4.1	-14.8	-1.9	0.6	0.0	22.4	-1.2	6.5	-0.6	-9.4
COC(=O)c1ccccc1NC(=O)CSc1n[nH]c(-c2cccnc2)n1	-5.2	4.8	-1.6	3.4	-1.1	3.8	1.0	-10.1	3.3	-2.6
O=C(c1cc(-c2ccc(Cl)cc2)n(-c2ccc(Cl)c(Cl)c2)n1)N1CCOCC1	-2.5	-0.1	-0.5	-6.9	-0.6	-0.2	-2.1	15.6	-4.4	-2.7
Nc1ccccc1SCc1cc([N+](=O)[O-])cc2c1OCOC2	0.8	6.3	.	3.9	0.2	6.1	1.1	-54.8	-0.9	-0.5
Nc1nnc(SCC(=O)NC2CCCCCC2)s1	-2.9	-3.5	-7.0	3.9	-2.0	1.3	1.0	15.7	1.1	-7.3
CC1CCCC(C)N1C(=O)COC(=O)CNC(=O)c1ccccc1F (stereo not drawn)	-0.4	-3.0	-0.5	2.1	-0.1	-3.7	0.8	-5.8	-1.6	-0.5
CC(/C=C1\SC(=S)N(NC(=O)c2ccc(C)cc2)C1=O)=C\c1ccccc1	1.5	-9.1	6.3	-0.6	-1.3	-0.5	2.6	-50.1	-8.7	-2.9
Cc1sc2nc[nH]c(=O)c2c1-c1ccc(F)cc1	5.0	6.0	.	-3.6	-0.2	-5.0	.	16.9	-1.4	-5.6
O=C(N/N=C/c1cc(Br)ccc1O)c1ccccc1Cl	-13.5	-10.4	-6.2	-7.7	-4.3	-10.8	1.0	-84.2	7.3	3.3
Cc1[nH]n(-c2ccccc2)c(=O)c1C=NCC1CCCO1 (stereo not drawn)	-0.4	-1.5	-0.7	-5.7	0.4	.	1.0	11.4	1.6	-12.1
COc1ccc(C2CC(=O)c3cc(OC)c(OC)cc32)cc1OC (stereo not drawn)	.	.	.	-2.2	-0.4	0.6	1.9	-0.3	.	.

Results in PKA-R2B act, C-LANA FP and CAL PDZ FP-2, for some of the entries so far:
Compound	PKA-R2B act	C-LANA FP	CAL PDZ FP-2
O=C(N/N=C/c1cc(Br)ccc1O)c1ccccc1Cl	-10.4	1.0	-4.3
O=Cc1c(NCc2ccco2)nc2ccccn2c1=O	-6.8	-0.8	-1.5

Later entries.
SMILES	RTF Ca sens act	PKA-R2B act	CAL PDZ FP-1	Keap1 Nrf2 FP	CAL PDZ FP-2	Rtt109 Vps75	C-LANA FP	SR-BI uptake up	DAGLB inh	Cardiac RTF inh
COc1ccc(C(C)(C)C)cc1S(=O)(=O)n1ccnc1C	-4.0	1.9	.	-0.3	0.2	-2.0	-1.7	7.0	-2.8	0.1
O=C(COC(=O)/C=C/c1ccc([N+](=O)[O-])cc1)NC(=O)NC1CCCCC1	2.1	-11.4	-2.0	-4.9	-1.2	-2.9	0.6	16.4	4.3	-6.9
CC(CCc1ccc(O)cc1)NCCC(c1ccccc1)c1ccccc1 (stereo not drawn)	21.2	-10.5	-4.8	-2.3	0.7	9.8	-3.2	36.7	0.7	0.5
CC(C)C(=O)Nc1cccc(C(=O)NCCc2ccc(S(N)(=O)=O)cc2)c1	3.1	1.4	.	1.4	-2.0	-4.0	-2.0	-43.9	-0.1	-3.8
Cc1ccc(C)c(N2CCN(C(=O)CCc3nc(-c4cccc(Br)c4)no3)CC2)c1	1.9	-8.3	-4.9	-2.9	-0.6	-2.4	-0.1	-2.2	-6.4	-6.1
CC1CCN(CCNC(=O)CCS(=O)(=O)c2ccc(Br)cc2)CC1	-2.4	7.7	1.5	-3.4	-1.2	-3.6	-0.8	.	2.5	-3.3
Cc1ccc(NC2CCCN(C(=O)CCN3CCOCC3)C2)cc1C (stereo not drawn)	2.7	-2.4	-2.3	-4.5	-0.3	-4.6	-0.5	32.1	-0.8	-4.6
O=C([C@H](O)c1ccccc1)N1CCC[C@H]1CO	-1.2	-1.9	-1.4	3.1	-0.9	3.7	1.5	-1.8	-1.8	-7.3
Cc1cc(C(=O)CSc2nc(N)cc(N)n2)c(C)n1-c1cccc(F)c1	2.0	-2.1	0.0	-4.0	-3.5	.	1.7	-2.5	2.0	0.8
Cc1cc(NC(=O)COC(=O)C(C)Oc2ccc(Cl)cc2Cl)no1 (stereo not drawn)	-1.8	-4.3	-2.2	-3.4	-2.7	21.5	0.8	2.9	-5.1	-38.3
COc1ccc(Cl)cc1NC(=O)CCc1nc(-c2ccccc2F)no1	2.0	-1.1	-7.0	-0.6	-0.4	-3.2	0.4	4.6	-0.2	6.2
CCOc1ccc(NC(=O)Cn2nnc(C(=O)NCc3cccs3)c2N)cc1	3.5	-3.3	-1.9	1.0	-1.2	-5.8	1.3	8.4	1.5	7.8
CC1CCN(c2cc(N(C)CCO)c([N+](=O)[O-])c3nonc23)CC1	1.1	-2.4	-4.5	-3.8	-2.3	2.6	-1.0	-14.2	4.1	-3.2
COc1ccc(-n2cc(-c3ccc(C)cc3)[n+]3c2SCC3)cc1	-6.8	-12.8	2.7	-3.2	-0.8	4.9	-1.3	-3.4	-1.2	-6.5
Cc1cccc(-n2c(-c3csc(C(C)C)c3)n[nH]c2=S)c1	3.5	-3.6	-3.9	-3.9	-2.1	1.3	2.6	3.7	-4.5	-21.1
C=CCn1c(SCc2cc(=O)n3cc(C)ccc3n2)nnc1-c1ccc(F)cc1	-1.4	-5.2	-0.8	3.1	-2.7	4.9	1.0	20.9	-5.2	-30.2
Cc1cccc(N2CC(C(=O)Nc3ccc(S(=O)(=O)Nc4nccs4)cc3)CC2=O)c1C (stereo not drawn)	4.2	3.0	-7.4	-2.8	-4.0	12.2	0.1	.	0.8	-5.8
Cn1cnc2ccc([N+](=O)[O-])cc2c1=O	1.3	0.8	0.8	1.0	-2.4	-5.0	-0.7	1.6	-3.0	-5.9
O=C(NCCCn1ccnc1)/C(=C\c1ccc(Br)cc1)NC(=O)c1ccccc1	1.4	-13.3	1.3	-0.4	-2.2	-0.9	0.6	.	-1.6	-9.9
O=C(NCC1CC1)C1(C(F)(F)F)C/C(=C\Cc2ccccc2)CCCO1 (stereo not drawn)	-0.2	-11.2	-0.6	2.3	-2.0	8.0	1.2	-8.1	-12.2	3.6
COc1ccc(S(=O)(=O)N(C)CC(=O)Nc2ccc(F)cc2)cc1	6.5	6.9	-2.0	-7.0	-2.2	-4.6	-1.1	14.2	-1.7	-14.2
COc1ccccc1C=NNc1ccc([N+](=O)[O-])cn1	-8.6	-2.6	-2.4	2.0	0.9	-5.6	0.8	2.0	-2.1	0.1
CCNC(=S)NNC(=O)CCc1nc2cc(Cl)ccc2n(Cc2ccccc2)c1=O	1.7	-15.9	0.9	0.0	-4.7	6.7	-1.6	.	-1.1	2.6
Cc1ccc(S(=O)(=O)N/N=C\c2ccc3c(c2)OCO3)cc1C	1.0	-0.7	-2.8	1.1	-0.8	0.7	0.4	17.8	-1.6	-1.3
O=C(CSc1ccccn1)Nc1ccccc1F	0.3	9.2	2.7	-2.6	0.3	1.6	1.8	9.0	0.9	-2.8
COCCCNC(=O)CNC(=O)c1cn(-c2ccccc2OC)c(=O)c2ccccc12	-0.1	-5.7	-3.2	-4.9	-0.7	-16.3	-0.4	14.3	2.0	-0.9
Cc1c(NC(=O)c2cccc(NC(=O)Cc3ccccc3F)c2)c(=O)n(-c2ccccc2)n1C	-7.5	0.2	-14.0	-1.6	-3.3	.	-0.2	.	-4.4	-5.6
CC1(C)C2CCC1(C)C(NC(=O)CCN1CCCCC1)C2 (stereo not drawn)	1.5	2.0	-0.6	-0.7	-1.8	-26.2	0.4	3.2	0.6	-6.6
NC(=O)C1(N2CCCCC2)CCN(C(=O)CSc2nc3ccccc3s2)CC1	8.7	-0.1	-1.4	-3.0	-1.1	-5.5	1.0	9.1	4.2	-9.4
O=C(NC(=S)NC1CCCCCC1)c1cncc(Br)c1	-3.6	10.2	-6.3	1.8	-2.4	-4.9	0.4	-18.9	-8.8	4.4
CC(C)c1ccc(N2C(=O)C(Cl)=C(N3CCOCC3)C2=O)cc1	0.4	-8.3	.	-0.8	-0.4	12.0	0.5	.	-0.2	-7.8
CC(C)OC(=O)CCC1(C(=O)O)CCC(=O)NC1 (stereo not drawn)	1.8	-5.4	0.0	-2.5	-1.7	1.3	1.1	19.1	0.0	-3.5
CC(=O)c1ccc(NC(=S)N2CCCCCC2)cc1	-3.4	2.7	.	-2.5	0.0	0.3	-0.2	-1.6	0.8	-9.8
NC(=O)NCC(c1ccccc1)C1CCCCC1 (stereo not drawn)	-2.6	-7.6	-3.7	3.2	-2.1	-2.4	0.1	-23.2	0.8	2.0

From PubChem
